Screening results: PubChem BioAssay, Broad Institute
CD40 NFkB inh: inhibitors of CD40-induced NF-kB signaling, primary screen, BL2 cells, luciferase reporter, single point; AID 1053188, 2014; actives 0.94% (n = 83,000); CD40L-induced, 4 h; inhibition, % at 10 µM;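 active means mean inhibition of at least 50% with a set share of replicates also reaching that level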;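 further: 0% = neutral control wells and 100% = IKK inhibitor VII at 50 µM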
Active calls of the source: *; [ ] = dose if it differs, or a comment.

SMILES	CD40 NFkB inh
CCN1CCN(c2ccc(S(=O)(=O)N3CCCCC3)cc2NC(=O)Cc2ccccc2F)CC1	2.7
C[C@H](CO)N1C[C@H](C)[C@H](CN(C)C(=O)C2CCCCC2)Oc2ncc(-c3cccc(C#N)c3)cc2C1=O	-6.4[25 µM]
COc1cccc(C(=O)Nc2ccc3c(c2)OC[C@H](C)N(C(=O)C2CCCC2)C[C@H](C)[C@@H](OC)CN(C)C3=O)c1	-3.7
C/C=C/c1ccc([C@@H]2[C@@H](CO)N(C(=O)CC)[C@@H]2CN(C)S(C)(=O)=O)cc1	4.2[25 µM]
CC(=O)c1cccc(NC(=S)NCCc2ccc(Cl)cc2)c1	-12.6
O=C(CNC(=O)c1ccc(Br)o1)NNC(=O)c1ccccc1	2.7
O=C(c1ccccn1)N1CC2(C1)[C@@H](c1ccccc1)[C@@H](CO)N2C(=O)C1CCCCC1	-5.6[25 µM]
c1ccc(-c2nc(-c3ccncc3)n[nH]2)nc1	-17.1
O=C(Nc1ccc(CN2CCS(=O)(=O)CC2)cc1)c1ccccc1	-2.2
Cc1cc(C)nc(Nc2cccc3ccccc23)n1	14.6
O=C(Nc1ccsc1C(=O)O)c1cccc(Oc2ccccc2)c1	-21.8
CC1(C)Cc2c(C#N)c(OCC(=O)c3ccc(Cl)cc3)nc(-c3ccco3)c2CO1	14.5
Cc1ccc(S(=O)(=O)N2CCC(C(=O)Nc3ccc4c(c3)OCO4)CC2)cc1	8.3
Cc1cc(C)n(-c2nc(-n3nc(C)cc3C)c3c4c(sc3n2)COC(C)(C)C4)n1	-2.7
C[C@@H]1CN([C@H](C)CO)C(=O)c2ccccc2-c2ccccc2CO[C@@H]1CN(C)C(=O)Nc1cccc(Cl)c1Cl	47.8[25 µM]
Cc1ccc(CC2(c3ccccc3)NC(=O)NC2=O)cc1 (stereo not drawn)	7.0
CCCNC(=O)CSc1nc2ccccc2c(=O)n1CCC	6.0
C[C@@H]1CN([C@H](C)CO)C(=O)c2cccc(NS(=O)(=O)c3cccs3)c2O[C@@H]1CN(C)Cc1ccc2c(c1)OCO2	-11.3[25 µM]
O=C(Nc1ccc(NC(=O)C2CC2)cc1)c1ccco1	-36.4
CSCC[C@H](NC(=O)c1ccc(OCC2CCCO2)cc1)c1nc2ccccc2[nH]1 (stereo partly drawn)	-3.3

Sorted by length of the SMILES (rising): some entries from above.
SMILES	CD40 NFkB inh
O=C(Nc1ccc(NC(=O)C2CC2)cc1)c1ccco1	-36.4
Cc1ccc(CC2(c3ccccc3)NC(=O)NC2=O)cc1 (stereo not drawn)	7.0
CC1(C)Cc2c(C#N)c(OCC(=O)c3ccc(Cl)cc3)nc(-c3ccco3)c2CO1	14.5

The list goes on.
SMILES	CD40 NFkB inh
CCCN(C)C[C@H]1OCCCC[C@@H](C)Oc2ccc(NC(=O)CCCN(C)C)cc2C(=O)N([C@@H](C)CO)C[C@H]1C	-10.5[25 µM]
COc1ccc(S(N)(=O)=O)cc1C(=O)OCC(=O)Nc1ncc(Cl)c(C)c1Cl	9.3
CCCCN(C(=O)COC(=O)c1ccc(C)s1)c1c(N)n(CCC)c(=O)[nH]c1=O	12.3
c1cncc(-c2nnc3n2CCC3)c1	1.8
O=C(Nc1ccccc1F)N1CC(=O)N2[C@@H](CO)[C@H](c3ccc(-c4cccnc4)cc3)[C@@H]2C1	-20.3[25 µM]
CCOc1ccc(N=C2NC(=O)C(CC(=O)Nc3ccccc3)S2)cc1 (stereo not drawn)	4.3
CCCNC(=O)C[C@H]1CC[C@H]2[C@@H](COc3ccc(NC(=O)CC)cc3C(=O)N2C)O1	-5.9[25 µM]
OC(CCCN1CCN(c2ncc(F)cn2)CC1)c1ccc(F)cc1 (stereo not drawn)	6.9[25 µM]
CCCCN(C(=O)Cc1cccc(F)c1)c1c(N)n(CCC)c(=O)[nH]c1=O	2.9
CCC(C)N1CCN(C(=O)c2cccs2)CC1 (stereo not drawn)	13.0
CCN(CC)CC#CCC(O)(c1ccccc1)c1ccc(Br)cc1 (stereo not drawn)	4.1
Cc1ccc(S(=O)(=O)CCC(=O)Nc2nnc(-c3cccs3)o2)cc1	6.3
Fc1ccc2nc(C3CCN(Cc4nc(CC5CC5)no4)CC3)[nH]c2c1	3.2
ClC(Cl)(Cl)c1nc2ccccc2n2nncc12	-27.9
CC(C)C(=O)Nc1nnc(-c2ccco2)s1	-37.5
CN(C)C(=O)[C@@H]1[C@@H](CO)[C@@H]2Cn3c(ccc(-c4cncnc4)c3=O)[C@@H]2N1Cc1cc(F)ccc1F	5.8[25 µM]
CC(=O)Nc1nnc(-c2c(-c3ccccc3Cl)noc2C)o1	-13.6
COc1cccc(Nc2nc(C(N)COCc3ccccc3)cs2)n1 (stereo not drawn)	5.6
Cc1ccc(S(=O)(=O)NCCCCCC(=O)Nc2ccccc2)cc1	16.6
NNC(=O)CNC(=O)c1ccc(F)cc1	7.2
CN(c1ccc(C(=O)NCCSCc2c(F)cccc2Cl)cc1)S(C)(=O)=O	6.3
O=C(Nc1cccc(Br)c1)c1cc2ccccc2o1	-69.7
COC(=O)[C@H](C)NC(=O)NCc1ccco1	3.6
O=C(Nc1ccc2c(c1)[C@H]1C[C@@H](CC(=O)N3CCOCC3)O[C@H](CO)[C@H]1O2)Nc1ccccc1F	-5.7[25 µM]
O=C(COC(=O)c1ccco1)Nc1cc(S(=O)(=O)N2CCOCC2)ccc1Cl	-2.0
Cc1nn(C)cc1C(=O)Nc1cc(Oc2ccc(Cl)cc2)cc([N+](=O)[O-])c1	2.6
C[C@H]1CN([C@@H](C)CO)C(=O)c2cc(NC(=O)C3CCCCC3)ccc2O[C@@H]1CN(C)Cc1ccc2c(c1)OCO2	-4.5[25 µM]
CCn1c(C)nc2cc(S(=O)(=O)C(F)F)ccc21	1.2
O=C(NCCc1cnn(-c2ccccc2)c1)c1cc(COc2c(F)cccc2F)on1	-81.5
c1ccc2c(c1)oc1c(Nc3ccc(CN4CCOCC4)cc3)ncnc12	-45.8
COCC(=O)N1[C@H](C#N)[C@H](c2ccccc2-c2cccc(OC)c2)[C@H]1CO	-12.3[25 µM]
COC(=O)[C@H](CCSC)NC(=O)Nc1ccc(OC)cc1	9.6
CCOC(=O)N1CCN(C(=O)N2CCOCC2)CC1	6.9
CC(NC(=O)c1ccc(Cl)c(S(=O)(=O)NC2CC2)c1)c1ccco1 (stereo not drawn)	6.4
O=C(NCc1cccc(F)c1)Nc1nnc([C@@H]2C[C@H](O)[C@@H](CO)O2)s1	-8.3
Cc1ccc(NC(=O)Cc2c[nH]c3ccccc23)cc1S(=O)(=O)N1CCCCCC1	8.6
Nc1c(C(=O)CSc2nnnn2-c2ccc(O)cc2)c(=O)[nH]c(=O)n1C1CC1	-10.1
O=C(Cn1nc(C(=O)O)c2ccccc2c1=O)Nc1cccc(S(=O)(=O)N2CCCCC2)c1	16.0
Cn1cnc(S(=O)(=O)NC2CCN(Cc3c(F)cccc3Cl)CC2)c1	19.9
CCOC(=O)c1ccccc1NC(=O)COC(=O)CSc1ccccc1	-0.6

A different layout for part of the listing above.
> CCOC(=O)N1CCN(C(=O)N2CCOCC2)CC1
- CD40 NFkB inh = 6.9

> O=C(c1ccccn1)N1CC2(C1)[C@@H](c1ccccc1)[C@@H](CO)N2C(=O)C1CCCCC1
- CD40 NFkB inh = -5.6[25 µM]

> O=C(CNC(=O)c1ccc(Br)o1)NNC(=O)c1ccccc1
- CD40 NFkB inh = 2.7

(next part)
SMILES	CD40 NFkB inh
CCOc1cc(N)c(Cl)cc1C(=O)NCC1CN(Cc2ccc(F)cc2)CCO1 (stereo not drawn)	-10.3
Cc1c(C(=O)Nc2ccc3c(c2)OCO3)sc2ncn(CC(=O)N3CC(C)CC(C)C3)c(=O)c12 (stereo not drawn)	21.3
Cc1ccc(S(=O)(=O)N2CCN(C(=O)COC(=O)CNC(=O)c3ccc(C(C)(C)C)cc3)CC2)c(C)c1	-31.5
Cn1ncc(Cl)c1C(=O)NCc1ccc2c(c1)OCO2	24.4
C[C@@H]1CN([C@H](C)CO)S(=O)(=O)c2ccc(C#CCC3CCCC3)cc2O[C@H]1CN(C)C(=O)c1cnccn1	-7.6[25 µM]
COc1ccc(S(=O)(=O)N2CCOCC2)cc1NC(=O)CNC(=O)c1cccs1	0.2
COc1cccc(CC(=O)OC(C)C(=O)Nc2ccc(N3CCOCC3)cc2)c1 (stereo not drawn)	-11.1
Cc1ccc(NC(=O)c2scc3c2CCCC3)cc1	-88.6
Cn1c(=O)c2nc(Cl)c(-c3ccccc3)nc2n(C)c1=O	-0.8
O=C1C(Cc2ccccc2)SC(=Nc2ccccc2)N1c1ccccc1 (stereo not drawn)	8.1
Cc1nn(CC(C)C)c(Cl)c1C(=O)NCC(C)(C)N1CCOCC1	-0.8
COc1c(C(C)C)cc(NC(C)=O)cc1C(C)C	4.9
CC(C)NC(=O)N[C@@H]1CC[C@H](CC(=O)NCCCN(C)C)O[C@@H]1CO	0.8[25 µM]
CNc1nc(NC)c2cn[nH]c2n1	4.9
COc1ccc(CN2[C@H](CO)[C@@H]3c4ccccc4N(C(=O)NC(C)C)C[C@@H]32)cc1	2.2[25 µM]
CCCCC1CCC(C(=O)N(CCOC)c2c(N)n(CCCC)c(=O)[nH]c2=O)CC1 (stereo not drawn)	2.2
CN(C)CCNC(=O)c1cccc2ccc(-c3ccc(-c4ccccc4)cc3)nc12	-1.4
COC(=O)c1cc(=O)nc2sc(-c3ccc(F)cc3)nn12	3.2
COc1ccc(OC)c(NC(=O)CSc2nnc(Cc3cccn3C)n2CCc2ccccc2)c1	9.7
COC(=O)c1nn(-c2ccc(OC)cc2)c(=O)cc1Sc1ccc(C)cc1	6.3
CCOc1cc(C)cc2oc(=O)cc(-c3ccccc3)c12	-0.6
N#Cc1cccc(-c2ccc(C3[C@H]4CNC[C@@H]3N4S(=O)(=O)Cc3ccccc3)cc2)c1 (stereo partly drawn)	-7.3[25 µM]
O=C(CCC1CCCN(C(=O)c2ccoc2)C1)NCc1ccc(F)c(F)c1 (stereo not drawn)	-2.3
O=C(Nc1cc(F)ccc1F)N1C[C@@H]2[C@H](c3ccccc31)[C@H](CO)N2C(=O)c1ccccc1	1.1[25 µM]
O=C(COC(=O)/C=C/c1ccccc1[N+](=O)[O-])NCc1ccco1	-10.3
COc1ccc(N2CC(C(=O)OCC(=O)NCc3ccccc3)CC2=O)cc1 (stereo not drawn)	4.8
CC(CN1CCC(n2nccc2NC(=O)CCCc2ccccc2)CC1)c1ccccc1 (stereo not drawn)	2.1
CCN(CC)C(=O)c1ccc(C)c(Br)c1	6.8
CC(=O)Nc1ccc2c(c1)C(=O)N(C)C[C@@H](C)[C@@H](CN(C)S(C)(=O)=O)O2	-5.6
Cc1nc(Cl)sc1C(=O)NC(C)c1ccc(Cl)cc1 (stereo not drawn)	6.1
COc1ccc(NC(=O)CN(C)CC(=O)c2[nH]c(C)c(C(C)=O)c2C)cc1	1.4
O=C(NCc1ccc2c(c1)OCO2)C1CCN(S(=O)(=O)N2CCCCC2)CC1	7.0
CCCCOC(=O)Nc1cc(Cl)ccc1C	7.3
NS(=O)(=O)c1ccc(CNC(=S)Nc2cc(S(=O)(=O)N3CCOCC3)ccc2Cl)cc1	6.2
Cc1noc(/C=C/c2cccs2)c1S(=O)(=O)N1CCC(C(=O)NCCCN2CCCC(C)C2)CC1 (stereo not drawn)	9.8
CCOC(=O)n1c(=O)oc2ccccc21	-18.2
O=C(Nc1ncccc1O)c1ccc(OCC2CCCO2)cc1 (stereo not drawn)	38.9
CCOC(=O)c1[nH]c(C)c(C(=O)NC2CCCC2)c1C	0.2
C[C@H]1CN([C@@H](C)CO)S(=O)(=O)c2ccc(C#CC3(O)CCCC3)cc2O[C@@H]1CN(C)C(=O)Nc1cccc(F)c1	-7.9[25 µM]
CCCC(=O)Nc1ccc(S(=O)(=O)Nc2cc(C)nc(C)n2)cc1	1.9
CCOC(=O)NC(=O)COC(=O)CNC(=O)c1cccc(OC)c1	14.2
CCN(c1ccccc1)S(=O)(=O)c1ccc(OC)c(NC(=O)C2CCC2)c1	2.4
CC(=O)OC1CC2(C)C(C(C)=O)CCC2C2CCC3=CC(=O)CCC3(C)C12 (stereo not drawn)	3.0
CCN1CC(=O)N2[C@H](CO)[C@@H](c3ccc(Br)cc3)[C@H]2C1	-4.6[25 µM]
CC(=O)NCCNC(=O)c1ccc(CSc2ccc(Cl)cc2)cc1	-60.4
CS(=O)(=O)NC1c2cccc3cccc(c23)C1Sc1nncn1/N=C/c1ccco1 (stereo not drawn)	7.7
O=C(Cc1ccccn1)N[C@H]1C=C[C@H](CC(=O)N2CCCCC2)O[C@@H]1CO	1.2
COc1ccccc1N(C)S(=O)(=O)c1ccc(C(=O)Nc2ccncc2)cc1	11.4
CCNc1nc(NCC)n2c(SCC(=O)Nc3cc(OC)ccc3OC)nnc2n1	-0.1
C[C@@H](O)C#Cc1ccc([C@@H]2[C@@H](CO)N3CCCCN(C(=O)c4ccc5c(c4)OCO5)C[C@H]23)cc1	-0.1[25 µM]
Later entries
SMILES	CD40 NFkB inh
CN1CCc2c(sc3c2C(=O)NC(c2ccccc2)N3)C1 (stereo not drawn)	-9.2
CO[C@H](CN(C)S(=O)(=O)c1ccc(Cl)cc1)[C@@H](C)CN([C@H](C)CO)S(=O)(=O)c1cccc(Cl)c1	7.2
c1cc(-c2nnc3sc(C4CCCCC4)nn23)ccn1	14.7
NC(=O)c1cc(NC(=O)COC(=O)CCCN2C(=O)c3cccc4cccc(c34)C2=O)cc(C(N)=O)c1	7.4
NC(=O)c1cccc(-c2coc3c(C(=O)NCc4ccccc4)cccc23)c1	-5.7
CCCC#Cc1ccc([C@@H]2[C@@H](CO)N3CCCCN(Cc4cncnc4)C[C@@H]23)cc1	-24.9[25 µM]
CCC1CCc2sc(C(=O)NCC(c3ccc(OC)cc3)N3CCCC3)cc2C1 (stereo not drawn)	-21.0
Cc1nnsc1S(=O)c1ccc(F)cc1 (stereo not drawn)	4.6

Sorted by value in CD40 NFkB inh (rising): some entries from above.
SMILES	CD40 NFkB inh
CCC1CCc2sc(C(=O)NCC(c3ccc(OC)cc3)N3CCCC3)cc2C1 (stereo not drawn)	-21.0
Cc1nnsc1S(=O)c1ccc(F)cc1 (stereo not drawn)	4.6
CO[C@H](CN(C)S(=O)(=O)c1ccc(Cl)cc1)[C@@H](C)CN([C@H](C)CO)S(=O)(=O)c1cccc(Cl)c1	7.2
NC(=O)c1cc(NC(=O)COC(=O)CCCN2C(=O)c3cccc4cccc(c34)C2=O)cc(C(N)=O)c1	7.4

The list is partial; count on the stated rates, not on these rows.
